JMJD2A Tudor – JMJD2A Tudor domain (human) inhibition. actives 4.4% (n = 390,000). O75164. AlphaScreen JMJD2A-Tudor / H3K4me3 peptide binding. AID 504339. Potency, µM (titrated, usually from 114 µM), for inactives: at the top dose activity change, negative = inhibition, usual class: inhibitors; also: potency is read from the fitted curve at half-maximal effect; % is scaled to controls: 0 for no effect and ±100 for the full control effect; nearly all actives have a fitted effect of over 50% in size
Target sequence (O75164 whole entry, looked up, the tested form may be a part): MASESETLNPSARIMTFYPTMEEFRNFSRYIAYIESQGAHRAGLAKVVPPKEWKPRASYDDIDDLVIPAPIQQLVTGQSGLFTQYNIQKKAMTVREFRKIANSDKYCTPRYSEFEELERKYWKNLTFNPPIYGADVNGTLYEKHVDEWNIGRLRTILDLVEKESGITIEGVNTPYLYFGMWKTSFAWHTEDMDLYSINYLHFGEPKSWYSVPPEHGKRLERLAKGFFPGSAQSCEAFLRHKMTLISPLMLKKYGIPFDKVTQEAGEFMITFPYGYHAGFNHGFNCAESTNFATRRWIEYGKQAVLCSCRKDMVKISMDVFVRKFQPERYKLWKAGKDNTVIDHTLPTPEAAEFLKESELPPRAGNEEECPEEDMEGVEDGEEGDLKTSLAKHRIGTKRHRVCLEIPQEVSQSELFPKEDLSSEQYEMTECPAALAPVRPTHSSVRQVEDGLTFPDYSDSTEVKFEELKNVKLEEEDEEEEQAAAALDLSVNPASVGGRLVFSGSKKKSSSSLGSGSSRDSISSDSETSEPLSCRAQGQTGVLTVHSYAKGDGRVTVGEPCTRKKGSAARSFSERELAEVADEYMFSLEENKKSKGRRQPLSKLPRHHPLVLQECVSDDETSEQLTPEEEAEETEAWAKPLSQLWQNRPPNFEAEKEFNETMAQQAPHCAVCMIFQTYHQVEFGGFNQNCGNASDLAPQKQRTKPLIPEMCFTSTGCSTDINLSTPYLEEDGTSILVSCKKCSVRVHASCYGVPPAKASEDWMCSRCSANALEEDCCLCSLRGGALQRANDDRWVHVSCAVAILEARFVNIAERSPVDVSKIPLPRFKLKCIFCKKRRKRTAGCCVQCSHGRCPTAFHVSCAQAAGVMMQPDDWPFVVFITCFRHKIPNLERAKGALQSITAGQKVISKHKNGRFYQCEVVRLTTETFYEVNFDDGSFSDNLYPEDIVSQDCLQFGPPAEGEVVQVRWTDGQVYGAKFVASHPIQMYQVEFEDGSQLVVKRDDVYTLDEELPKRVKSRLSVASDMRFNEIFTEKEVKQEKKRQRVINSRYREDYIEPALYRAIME
Pin1 inh – human Pin1 inhibition; Q13526; Pin1 FP peptide displacement, HiFluor488, 10 min; Potency, µM (series often up to 115 µM), for the others: at the top dose activity, negative = inhibition, most hits filed as inhibitors; actives 0.009% (n = 390,000); AID 504891; active = well fitted inhibition curve with a large enough effect in the polarisation, with a control signal flat, not every such curve was filed as active; inconclusive = small, poorly fitted or top-dose-only effect, or effect the other way, or a change in a side signal; inactive = no such curve, though single readings can be large or run the other way; the % refers to the polarisation; also: potency is read from the fitted curve at half-maximal effect; % is scaled to controls: 0 for no effect and ±100 for the full control effect
BAZ2B inh – blocks human BAZ2B; Q9UIF8; AlphaScreen BAZ2B-H3K14Ac peptide displacement; Potency, µM (doses to about 114 µM), without a hit: at the highest dose activity change, negative = inhibition, most hits filed as inhibitors; actives 4.4% (n = 360,000); also: potency is read from the fitted curve at half-maximal effect; % is scaled to controls: 0 for no effect and ±100 for the full control effect; nearly all actives have a fitted effect of over 60% in size
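AlphaScreen displacement of biotin-H3(5-23)K14Ac peptide (50 nM final) from BAZ2B (50 nM final) in PBS pH 7.4, 0.01% Tween-20; complex preformed 30 min RT, then compounds (top 110 uM) 30 min RT, beads 20 min dark.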
PI4K2A block – PI4K2A (human) kinase inhibition | Q9BTU6 | purified PI4K2A, ADP-Glo luminescence, 1 h; hits give low values | activity change, negative = inhibition, % at 76.9 µM | actives 0.13% (n = 420,000) | AID 1346378; in the data active = activity change below about -50%; inconclusive = mostly about -30% to -49%;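 also: -100% = wells without enzyme as full effect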
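PI4K2A activity was measured by ADP-Glo luminescence: enzyme (4 ug/mL stock) and phosphatidylinositol (1.2 mM stock) in Tris pH 7.5/MgCl2/EGTA/Triton X-100 buffer were reacted with ATP (300 microM stock) for one hour at ambient temperature.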
G9a inh – G9a (human) methyltransferase inhibition; Potency, µM (doses to about 102 µM), without a hit: at the highest dose activity, negative = inhibition, usual class: inhibitors; actives 8.8% (n = 350,000); G9a H3K9 monomethylation, AlphaScreen, 2 h; also: potency is read from the fitted curve at half-maximal effect; % is scaled to controls: 0 for no effect and ±100 for the full control effect; nearly all actives have a fitted effect of over 75% in size
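G9a (20 nM) was preincubated 15 min with compound, then reacted 2 h at room temperature with 500 nM biotin-H3K9 peptide and 20 µM SAM. Monomethyl-H3K9 detected by AlphaScreen using anti-H3K9me1 antibody.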
HP1b chromo inh – inhibitors of HP1-beta chromodomain binding to methylated histone tails; P83916; AlphaScreen HP1-beta / biotin-H3K9me3 peptide binding; Potency, µM (highest dose often 114 µM), without a hit: at the highest dose activity change, negative = inhibition, hits mostly inhibitors; actives 0.56% (n = 390,000); also: potency is read from the fitted curve at half-maximal effect; nearly all actives have a fitted effect of over 70% in size; inactives centre near 23
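AlphaScreen: HP1-beta (50 nM) preformed 30 min with biotin-H3(1-18)K9me3 peptide (50 nM) in PBS pH 7.4, 0.01% Tween-20. Compound added for 30 min at RT, then streptavidin donor/nickel chelate acceptor beads (10 ug/mL) for 30 min.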
GLS inh – inhibitors of human glutaminase (GLS) | O94925 | actives 0.21% (n = 410,000) | AID 624170 | Potency, µM (top dose mostly 45.5 µM), without a hit: at the top dose activity change, negative = inhibition, most hits filed as inhibitors | GLS enzymatic activity, qHTS titration; also: potency is read from the fitted curve at half-maximal effect; % is scaled to controls: 0 for no effect and ±100 for the full control effect
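hKGA in 45 mM KH2PO4 (pH 8.2), 0.02% Tween-20 with compound, then 1mM L-Glutamine (stock as added) plus glutamate oxidase/HRP/Amplex red coupling mix. Fluorescence read initially and after 30 min at RT; signal change reflects glutamate formation.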
Pol eta inh – inhibitors of human DNA polymerase eta | recombinant Pol eta, fluorescent DNA replication assay | Potency, µM (titrated, usually from 114 µM), without a hit: at the top dose activity change, negative = inhibition, hits mostly inhibitors | Q9Y253 | actives 1.2% (n = 390,000); also: potency is read from the fitted curve at half-maximal effect; % is scaled to controls: 0 for no effect and ±100 for the full control effect
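Pol eta at 10 nM preincubated with compounds 15 min at room temperature; reaction started with fluorescent substrate (50 nM final) and read kinetically at 0 and 10 min.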
PGK inhibitor – blocks T. brucei phosphoglycerate kinase; AID 602233; PGK/GAPDH coupled, Kinase-Glo luminescence, 60 min; Potency, µM (titrated, usually from 57.5 µM), inactives show top-dose activity change, negative = inhibition, most hits filed as inhibitors; actives 0.043% (n = 380,000); also: potency is read from the fitted curve at half-maximal effect; % is scaled to controls: 0 for no effect and ±100 for the full control effect; nearly all actives have a fitted effect of over 60% in size
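Luminescent ATP detection (Kinase-Glo Plus) follows a 60-minute room-temperature incubation, with wells lacking PGK as controls. Buffer: 100 mM TEA (pH 7.6), 5 mM MgCl2, 0.01% Tween-20. Coupling enzyme GAPDH (100 nM final) supplies unstable 1,3-BPG in-well.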
An asterisk follows results filed as active; i = inactive; ? = inconclusive; . = not tested or not shown; & = joins results of further samples; [ ] = another dose, or the depositor's remark. Unless noted, calls follow the shape of the dose curve; as a rule, active = well fitted curve in the direction sought with a large enough effect; inconclusive = small, poorly fitted or top-dose-only effect, or another doubt; inactive = no such curve, though single readings can be large; an effect the other way counts as inactive or inconclusive. Only part of the results is shown, so the mix of outcomes need not match the whole.

Below each SMILES – JMJD2A Tudor	Pin1 inh	BAZ2B inh	PI4K2A block	G9a inh	HP1b chromo inh	GLS inh	Pol eta inh	PGK inhibitor
1: O=C1NC(=O)C2(C=C(c3ccccc3)C(O)(c3ccccc3)C2)N1 (stereo not given)
→ -16%	-1%	.	-3	.	38%[activator]	0%	-22%	0%
2: CCCCC(C(=O)NC1CCCC1)N(C(=O)c1snc(C(N)=O)c1N)c1ccc(F)cc1 (stereo not given)
→ -14%	?	3%	-5	7%[59 µM]	15%[57 µM]	8%	-4%	8%
3: CC1(OC(=O)c2ccc(Cl)nc2)C(=O)C=C2C=C3CCCN3C=C2C1=O (stereo not given)
→ 45µM*	.	?	-25	-32%[59 µM]	?	?	14µM*	-17%
4: Cc1cc(-c2csc(NC(=O)C3=COCCO3)n2)c(C)n1C
→ -22%	?	-3%	?	50µM*	-10%	-19%	1%	9%
5: Cc1ccc(NC(=O)c2c([N+](=O)[O-])c(C(C)(C)C)nn2C)cc1
→ -6%	-10%	-5%	1	20%	19%	55%[activator]	-5%	-1%
6: CCCCOc1ccc(C(=O)NCCc2csc(-c3cccc(F)c3)n2)cc1
→ -3%	-1%	4%	-3	7%[59 µM]	34%[57 µM]	5%	-27%	-5%
7: O=C(Cn1cnc2ccccc21)NCc1ccccc1
→ -4%	-3%	2%	2	1%[59 µM]	24%	-8%	-6%	18%
8: Cc1cc(C(=O)CSc2nnnn2-c2ccc(O)cc2)c(C)n1Cc1ccc2c(c1)OCO2
→ ?	23%	?	-2	?	23%	-2%	-17%	-8%
9: CCc1ccc(C(=O)COC(=O)CNC(=O)C2CCCCC2)cc1
→ -5%[57.1 µM]	-6%&-9%	13%	1	2%	33%[57 µM]	1%	8%	-2%
10: NC(=O)NC(Cc1ccccc1)C(=O)NNC(=O)COc1ccccc1Cl (stereo not given)
→ -1%	5%	.	14	.	17%	-3%	?	-9%
11: COc1ccc(OC)c(/C=C/c2nc3ccccc3c(=O)n2-c2ccc(F)c(Cl)c2)c1
→ -4%	2%	2%	-2	2%[59 µM]	61%[activator]	8%	-4%	1%
12: C=CCc1ccccc1OCC(O)CNC (stereo not given)
→ -14%	-1%	1%	7	50µM*	29%	-2%	7%	3%
13: CCCCN(C)C(=O)c1cc2cc3cc(OC)ccc3nc2o1
→ 10%	0%	6%	-3	28%	51%[activator]	15%	-5%	-3%
14: CCC(Oc1ccccc1)C(=O)N1CCN(S(=O)(=O)c2ccccc2)CC1 (stereo not given)
→ -2%	9%	-3%	-3	21%[12.7 µM]	41%[activator]	-6%	-8%	0%
15: O=C1CSC(c2ccccc2)N1CC(O)c1ccc([N+](=O)[O-])cc1 (stereo not given)
→ -15%	2%	-1%	-2	-29%	-7%	6%	-18%	-13%
16: CN(NC(=S)Nc1ccc(OC(F)F)cc1)C(=S)Nc1ccc(OC(F)F)cc1
→ -9%	-4%	-5%	0	?	-4%	?	-19%	-3%
17: COC(=O)C1=NN(C(=O)c2ccc(Cl)cc2)C(O)(c2ccccc2)C1 (stereo not given)
→ -35%	1%	6%	3	-44%[59 µM]	1%	18%	2%	-7%[11.5 µM]
18: COCCNC(=S)N/N=C(\C)c1ccc(Cl)s1
→ -20%	-2%	-22%	4	1%[12.7 µM]	0%	-5%	-15%	-4%
19: CCCCN(C(=O)C1CC(=O)N(c2ccc3c(c2)OCCO3)C1)c1c(N)n(CCCC)c(=O)[nH]c1=O (stereo not given)
→ 1%	-10%	-4%	2	?	32%	-1%	-12%	1%
20: Cc1ccc(-c2csnn2)cc1
→ 0%	-5%	0%	-7	8%	29%	-3%	0%	i
21: O=[N+]([O-])c1cc(-c2nnc(C34CC5CC(CC(C5)C3)C4)o2)cc([N+](=O)[O-])c1
→ -17%	1%	11%	-2	7%[59 µM]	24%	-4%	-5%	-7%
22: CCN(CC)C(=O)C1=C(C)N(Cc2ccc(OC)cc2)C(=O)C(CC(=O)NC2CCCCC2)C1 (stereo not given)
→ .	.	.	22	.	.	15%	-8%	1%
23: Cc1ccc(Cl)c(Nc2ccccc2C(=O)O)c1Cl
→ -19%&-25%	-5%&-14%	5%	2&-1&-3&1	3%[59 µM]	15%&12%	9%&18%&34%	-13%	-7%&-3%
24: CN1CCN(C(=O)CNC(=O)C23CC4CC(CC(C4)C2)C3)CC1
→ -9%	2%	.	0	.	41%[activator]	13%	-5%	0%
25: CCCN(CCC)Cc1c(C(=O)N/N=C/c2ccc(C)o2)nnn1-c1nonc1N
→ 6%	0%	2%	2	?	35%[activator]	0%	-14%	0%
26: Cc1ccc(Cl)c(OCC(=O)Nc2ccccc2N2CCCCC2)c1
→ 23%	-2%	31%	1	22%[59 µM]	51%[activator]	0%	-23%	-10%
27: COc1ccc(Cl)cc1NC(=O)CCn1c(=O)oc2ccccc21
→ 10%&-16%	10%&-6%	-1%&6%	5&-4	50%	32%[57 µM]	-14%&-2%	-13%&-18%	-12%&-2%
28: COc1cc2nc(/C=C/c3cc(OC)c(OC)c(OC)c3)sc2cc1SC
→ 16%	?	23%	-1	11%[59 µM]	136%[activator]	-5%	-16%	-6%
29: O=C(Nc1cccc(NC(=O)C2CC3CCCC(C2)C3=O)n1)C1CC2CCCC(C1)C2=O (stereo not given)
→ -8%	-4%	9%	0	-11%	34%	-1%	3%	-8%
30: CCC(=O)N1CCc2cc(S(=O)(=O)NCCC(=O)NCc3ccccc3OC)ccc21
→ -21%	0%	-2%	9	.	28%	-3%	-4%	1%
31: O=C(O)c1cc(=O)c2c(Cl)cc(Cl)cc2[nH]1
→ 50µM*	0%	.	-1&11	16%[12.7 µM]	4%	12%	-2%[57.1 µM]	3%
32: CCOc1ccccc1NC(=O)CCNS(=O)(=O)c1ccc2c(c1)CCN2C(=O)C1CC1
→ -12%	3%	1%	-3	8%[59 µM]	9%[57 µM]	0%	-2%	0%
33: COc1ccc(N2C(S)=C(C#N)C(=O)NC2c2ccc(OC)c(OC)c2)cc1 (stereo not given)
→ -16%	-6%	-13%	-1	?	47%[activator]	21%	-7%	-5%
34: O=C(CCC(=O)c1cccs1)NCc1ccc(Cl)cc1
→ -12%[11.4 µM]	-3%	9%	4	-48%[59 µM]	75%[activator]	-5%	-11%	-7%
35: COc1ccc(OC)c(S(=O)(=O)N(C)CC(=O)N2CCCCC2)c1
→ -17%	-4%	5%	-3	21%	17%	12%	-3%	-6%
36: COc1ccc(C(=S)N2CCCC2)cc1Br
→ 1%	-4%	2%	-4	5%	49%[activator]	-2%	-20%	-4%
37: N#Cc1cnn(-c2nc3sc4c(c3c(=O)[nH]2)CCCC4)c1N
→ -4%	-5%	15%	0	-4%[59 µM]	41%	11%	1%	3%
38: N#Cc1ccccc1NS(=O)(=O)c1ccc(N2CCCCS2(=O)=O)cc1
→ -5%	-14%	-10%	-4	6%[12.7 µM]	31%	4%	-7%	-8%
39: CC(C)N(C(=O)COC(=O)c1cccc(S(=O)(=O)N2CC3(C)CC2CC(C)(C)C3)c1)C(C)C (stereo not given)
→ -24%	5%	11%	-3	?	6%	-2%	-7%	i
40: COc1cc(Br)cc(/C=N/NC(=O)Cc2ccc(C(F)(F)F)cc2[N+](=O)[O-])c1O
→ 89µM*	-2%	8%	-3	17%	-11%	0%	-4%	-5%
41: CCCCN(C)CCNC(=O)c1nn(-c2ccc(OC)cc2)c(=O)c2c1c1ccccc1n2C
→ ?	2%&-7%	4%	-1&-2	-46%	7%&11%	-3%&1%	-8%	.
42: Cc1cc(N/N=C/c2ccc(O)cc2)nc(NS(=O)(=O)c2ccccc2)n1
→ 56µM*	?	79µM*	-7	?	71µM*	13µM*	20µM*	25µM*
43: COc1ccc(CN2CCN(C(=O)CC(C)C)CC2)cc1Br
→ 79µM*	2%	?	1	10µM*	27%	1%	-6%	4%
44: COc1ccc(C(c2sc3nc(C)nn3c2O)N2CCN(CCO)CC2)cc1OC (stereo not given)
→ 1%	4%	-3%	4	-28%	17%	-8%	-9%	-4%
45: Cc1oc2ccc(O)c(CN3CCCCC3C)c2c1C(=O)Nc1ccccc1 (stereo not given)
→ -24%	0%	-20%	-4	-5%[59 µM]	14%	40%[activator]	-20%	-9%
46: Cc1ccc(-n2nnnc2CNC(=O)c2ccccc2)cc1C
→ -14%	1%	8%	-5	2%[59 µM]	28%[57 µM]	-2%	-22%	i
47: CSCCC(NC(=O)c1ccc(Cl)cc1Cl)C(=O)NCc1ccccn1 (stereo not given)
→ -10%	-2%	-15%	0	-3%	33%	3%	-17%	13%
48: CC1(C)Cc2c(sc(NC(=O)C(=O)N3CCOCC3)c2C#N)CO1
→ 14µM*	-9%	-18%	-1	35µM*	16%	-2%	-6%	9%
49: COc1cc(CC(NC(C)=O)C(=O)NC2CCN(c3nc(C)cc(C)c3C#N)CC2)cc(OC)c1 (stereo not given)
→ -4%	-1%	3%	-1	-34%[59 µM]	40%[activator]	0%	4%	-4%
50: CC(Oc1ccc2c(-c3ccccc3)cc(=O)oc2c1)C(=O)NCCCn1ccnc1 (stereo not given)
→ -20%	-1%	-37%	0	3%[12.7 µM]	21%	-2%	-4%	1%
51: COc1ccc2c(c1)CC(C(=O)Nc1c(C)cc(C)cc1C)CO2 (stereo not given)
→ -16%	-3%	-2%	-3	0%[59 µM]	28%[57 µM]	1%	-1%	-9%
52: CC(C)(C)OC(=O)N1Cc2ccccc2C[C@H]1C(=O)NCC(=O)Nc1ccc2c(c1)OCCO2
→ -9%	-1%	-8%[57.1 µM]	-1	-6%	42%[activator]	1%	-19%	-4%
53: COc1ccc(C2CCCCC2SCC(=O)O)cc1OC (stereo not given)
→ .	.	.	-7	.	.	-3%	-4%	-6%
